TRPM1 prom inh: reduces MITF-dependent TRPM1 promoter luciferase signal. actives 0.83% (n = 330,000). SK-MEL-5 TRPM1 promoter luciferase, 24 h. inhibition, % at 12.5 µM;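 active means mean inhibition across replicates of 60% or more, whatever share of single replicates reaches that level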; further: values of inactives mirror those of a sister screen read the other way
C8 TRAIL sens: caspase-8 TRAIL sensitization; NB7+C8 cells + TRAIL, ATPlite viability luminescence; inhibition (viability loss, TRAIL sensitization), % at 10 µM; actives 1% (n = 360,000);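 active means compounds causing at least 50% loss of cell viability in the single-dose screen, relative to plate controls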
Peg3 promoter: inhibitors of Peg3 promoter | HeLa PEG-Prom luciferase reporter, luminescence, overnight | inhibition, % at 20 µM | actives 1.7% (n = 360,000);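 active means inhibition of at least 50% at 20 µM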
KKLEB tox: CF airway cell cytotoxicity counter-screen; KKLEB CF airway cells viability, ATPlite luminescence, overnight; active compounds read low; cells stimulated with P. aeruginosa culture filtrate; activity change (cytotoxicity), % at 5 µM; actives 0.36% (n = 360,000); AID 602141;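 active means corrected activity change at or below -50% at 5 µM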
TROY NFkB inh: inhibitors of TROY-dependent NF-kB signaling; Q293 LMP1-TROYcd NF-kB luciferase reporter, 4 h; AID 1347056; actives 0.98% (n = 360,000); inhibition, % at 10 µM;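 active means compounds whose plate-normalised and pattern-corrected inhibition of the luciferase reporter signal at the single screening dose is 50% or more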
TWEAK-Fn14 inh: blocks TWEAK-Fn14 interaction in a reporter cell assay; TWEAK-stimulated Fn14 reporter cells, luciferase luminescence, 8 h; inhibition, % at 10 µM; actives 2% (n = 360,000); AID 1159606; in the data active means inhibition above about 50%
NR2E3 ag-1: NR2E3 (human) agonism | AID 2300 | actives 0.12% (n = 320,000) | Q9Y5X4 | GST-NR2E3/biotin-RetCOR TR-FRET, 1536-well | inhibition of corepressor binding, % at 4.78 µM;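 active means percent inhibition above the cutoff of mean plus 3 SD of all tested compounds, set per screening campaign, cut at about 20% in these data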;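 further: 0% = DMSO wells and 100% = biotin wells as full block of FRET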
Target sequence (Q9Y5X4 whole entry, looked up): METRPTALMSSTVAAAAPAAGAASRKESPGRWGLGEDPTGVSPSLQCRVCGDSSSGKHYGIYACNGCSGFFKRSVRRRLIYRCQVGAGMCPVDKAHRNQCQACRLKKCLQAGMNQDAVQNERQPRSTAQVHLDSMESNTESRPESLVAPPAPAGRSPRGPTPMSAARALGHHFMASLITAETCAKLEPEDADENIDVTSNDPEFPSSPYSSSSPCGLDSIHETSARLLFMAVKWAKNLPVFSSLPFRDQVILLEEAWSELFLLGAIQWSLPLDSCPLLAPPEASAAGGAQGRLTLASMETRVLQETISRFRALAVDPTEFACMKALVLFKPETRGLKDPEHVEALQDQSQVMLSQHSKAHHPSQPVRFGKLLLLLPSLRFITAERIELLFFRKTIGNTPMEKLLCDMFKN
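Test system – NR2E3–RetCOR corepressor complex · Quantity – NR2E3 fusion 1.35 nM · Buffer or medium – Tris pH 7.5 · Incubation – Compound–protein incubation for 5 h at 4 °C · Technique – TR-FRET, Eu(K)-anti-GST donor, streptavidin-D2 acceptor, ex 340, em 617/671 nm · Evaluation – percent inhibition of 671/617 nm emission ratio versus biotin and DMSO controls · Plate – 1536-well format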
Shn3 3UTR inh: inhibitors of Schnurri-3 3'UTR reporter in osteoblasts. Clone20 osteoblast Shn3 3'UTR firefly luciferase, 24 h. inhibition, % at 12.5 µM. actives 0.52% (n = 360,000). AID 588674;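 active means mean inhibition of at least 75% with every replicate also reaching 75%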;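 further: 0% = median of neutral control wells and 100% = pilot-screen positive control compound; some compounds past the cut are filed as inactive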
NR2E3 ag-2: human photoreceptor-specific nuclear receptor agonism | Q9Y5X4 | CHO-S Gal4-NCOR/VP16-NR2E3 two-hybrid, luciferase | inhibition of corepressor binding, % at 3.98 µM | actives 0.35% (n = 360,000) | AID 602229;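 active means inhibition above the mean of all tested compounds plus 3 SD, cut at about 70% in these data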;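 further: 0% = DMSO with NR2E3 transfected cells and 100% = cells lacking NR2E3 construct; higher means lower luciferase signal from less NR2E3 corepressor binding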
CF NFkB inh: inhibitors of cystic fibrosis induced NF-kB; inhibition, % at 5 µM; KKLEB NF-kB-GFP reporter, PAF-induced, GFP fluorescence overnight; actives 0.86% (n = 360,000);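 active means at least 50% inhibition at 5 µM, scaled per plate between neutral and stimulator controls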;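 further: PAF is a Pseudomonas aeruginosa culture filtrate used as stimulus; plate controls were PAF-stimulated DMSO wells for no effect and unstimulated DMSO wells for full effect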
HIF-2a inh: blocks HIF-2a reporter activity; AID 624352; actives 0.72% (n = 360,000); 786-0 RCC cells HIF-2a reporter, luciferase luminescence, overnight; inhibition, % at 18.8 µM;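 active means inhibition of the luminescence signal of 40% or more relative to plate controls, in a single-dose primary screen at 18.75 µM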
Starred values were filed as active, the others as inactive; x = not tested or not shown; & = joins results of further samples. An excerpt, so the mix of outcomes need not match the whole.

cpd	Compound	TRPM1 prom inh	C8 TRAIL sens	Peg3 promoter	KKLEB tox	TROY NFkB inh	TWEAK-Fn14 inh
1	CCCCN(CCCNC(=O)C1CCN(S(=O)(=O)CC)CC1)c1ccccc1	-17	8	7	8	6	-4
2	CCCN(C(=O)CSc1ccccc1C(=O)O)C1CCS(=O)(=O)C1 (stereo not given)	-1	-7	-2	-2	-14	11
3	CC(C)C(NC(=O)c1ccccc1)C(=O)NCC(c1ccccc1)N(C)C (stereo not given)	-34	5	5	-13	-4	9
4	NS(=O)(=O)c1cc(Cl)c(NC(=O)COC(=O)c2ccccn2)c(Cl)c1	-7	-4	-11	6	2	8
5	C=CCOC1=CS(=O)(=O)N(Cc2ccc(Br)cc2)c2ccc(Br)cc21	11	-9	24	-33	10	4
6	O=C(C1CC2C=CC1C2)N1CCN(c2ccccc2)CC1 (stereo not given)	-9	-1	0	9	18	0
7	Cc1ccc(-c2nnc(Nc3ccc(C(=O)N(C)C)cc3)c3ccccc23)cc1S(=O)(=O)NCC1CCCO1 (stereo not given)	6	-5	-1	-3	1	-6
8	CSc1nc(C)c2cc(C)oc2n1	-6	-10	14	11	-6	10

cpd	NR2E3 ag-1	Shn3 3UTR inh	NR2E3 ag-2	CF NFkB inh	HIF-2a inh
1	-5	-7	1	-4	14
2	x	1	-7	2	5
3	2	4	14	8	2
4	5	-12	-4	-10	7
5	x	13	-4	29	-8
6	3	-12	-4	8	6
7	0	-8	-1	14	-27
8	1	0	-22	-6	-4

4 entries from above, reformatted.
[3] CC(C)C(NC(=O)c1ccccc1)C(=O)NCC(c1ccccc1)N(C)C (stereo not given)
  TRPM1 prom inh = -34
  C8 TRAIL sens = 5
  Peg3 promoter = 5
  KKLEB tox = -13
  TROY NFkB inh = -4
  TWEAK-Fn14 inh = 9
  NR2E3 ag-1 = 2
  Shn3 3UTR inh = 4
  NR2E3 ag-2 = 14
  CF NFkB inh = 8
  HIF-2a inh = 2

[4] NS(=O)(=O)c1cc(Cl)c(NC(=O)COC(=O)c2ccccn2)c(Cl)c1
  TRPM1 prom inh = -7
  C8 TRAIL sens = -4
  Peg3 promoter = -11
  KKLEB tox = 6
  TROY NFkB inh = 2
  TWEAK-Fn14 inh = 8
  NR2E3 ag-1 = 5
  Shn3 3UTR inh = -12
  NR2E3 ag-2 = -4
  CF NFkB inh = -10
  HIF-2a inh = 7

[5] C=CCOC1=CS(=O)(=O)N(Cc2ccc(Br)cc2)c2ccc(Br)cc21
  TRPM1 prom inh = 11
  C8 TRAIL sens = -9
  Peg3 promoter = 24
  KKLEB tox = -33
  TROY NFkB inh = 10
  TWEAK-Fn14 inh = 4
  NR2E3 ag-1 = x
  Shn3 3UTR inh = 13
  NR2E3 ag-2 = -4
  CF NFkB inh = 29
  HIF-2a inh = -8

[6] O=C(C1CC2C=CC1C2)N1CCN(c2ccccc2)CC1 (stereo not given)
  TRPM1 prom inh = -9
  C8 TRAIL sens = -1
  Peg3 promoter = 0
  KKLEB tox = 9
  TROY NFkB inh = 18
  TWEAK-Fn14 inh = 0
  NR2E3 ag-1 = 3
  Shn3 3UTR inh = -12
  NR2E3 ag-2 = -4
  CF NFkB inh = 8
  HIF-2a inh = 6

Continued.
cpd	Compound	TRPM1 prom inh	C8 TRAIL sens	Peg3 promoter	KKLEB tox	TROY NFkB inh	TWEAK-Fn14 inh
9	NS(=O)(=O)c1ccccc1	0	3	-3	-4	-7	14
10	COc1ccc(-n2cnnc2SCC(=O)NC2CC2)cc1	x	-2	5	4	9	-4
11	Cc1ccc(S(=O)(=O)Nc2ccc(C(=O)NCCCN3CCOCC3)cc2)cc1[N+](=O)[O-]	-12	-3	5	13	-14	14
12	CCc1nc2c(OCCc3cccc(OC)c3)cccn2c1N(C)C(=O)c1ccc(C)cc1	x	-7	5	-1	-1	-4
13	CCCCCCCCCC(=O)N/N=C(\C)c1cccnc1	14	-6	5	8	2	17
14	COc1cc(-c2cccs2)cc(=O)c2c(C)oc(C)c12	13	-7	-3	0	3	20
15	O=C(Cn1cnnn1)Nc1ccccc1Cc1ccccc1	-12	0	-13	12	-16	-9
16	OCCC1CN(Cc2cccn2-c2cccnc2)CCN1C1CCCCC1 (stereo not given)	4	6	-13	9	-20	0

cpd	NR2E3 ag-1	Shn3 3UTR inh	NR2E3 ag-2	CF NFkB inh	HIF-2a inh
9	-1	14	-6	9	11
10	x	2	12	-22	18
11	-1	-4	-6	-15	13
12	x	11	9	6	16
13	-2	-3	6	-3	4
14	4	-1	-2	8	3
15	3	13	-4	-1	7
16	-1	-10	-34	-1	13

(more compounds)
cpd	Compound	TRPM1 prom inh	C8 TRAIL sens	Peg3 promoter	KKLEB tox	TROY NFkB inh	TWEAK-Fn14 inh
17	CCOC(=O)CC(NC(=O)c1cccs1)c1ccc(OCC)cc1 (stereo not given)	5	-2	7	-5	6	8
18	Cc1cccc(N2CCN(C(=O)c3ccc4nccnc4c3)CC2C)c1 (stereo not given)	1	2	-2	6	-4	4
19	COC(=O)CSc1nc(-c2ccc(C)cc2)c2c(c1C#N)CCCC2	-7	-2	20	9	-7	14
20	CCCC[C@@H]1CNC(=S)N1CC1CCCCC1	2	18	4	-22	3	1
21	O=c1[nH]c(CN2CCN(c3ccccc3)CC2)nc2ccccc12	-9	1	8	-3	-3	-14
22	CN(C)C(=S)Nc1ccc(S(=O)(=O)N2CCCCC2)cc1	2	-19	7	-10	7	8
23	Cc1ccccc1C(=O)Nc1nnc(SCC(=O)NCc2ccco2)s1	-21	59*	-110	2	-13	30
24	Cn1c(=O)[nH]c2nnc(-c3ccc(Cl)c(Cl)c3)nc2c1=O	6	30	-52	6	4	57*

cpd	NR2E3 ag-1	Shn3 3UTR inh	NR2E3 ag-2	CF NFkB inh	HIF-2a inh
17	2	-6	-28	9	-1
18	x	16	-12	19	4
19	2	19	-12	12	11
20	-1	58	7	3	0
21	1	-29	1	-1	-2
22	-6	0	-15	2	12
23	-2	-46	6	-3	-19
24	-2	-56	-106	10	-85

Continuation:
cpd	Compound	TRPM1 prom inh	C8 TRAIL sens	Peg3 promoter	KKLEB tox	TROY NFkB inh	TWEAK-Fn14 inh
25	COc1cccc(-c2cc3nc4c(c(N5CCC6(CC5)OCCO6)n3n2)CCC4)c1	-13	2	-64	-4	15	14
26	O=C(CCC1CCCN(Cc2ccc3c(c2)OCCO3)C1)NCc1ccc(F)c(F)c1 (stereo not given)	14	9	4	6	13	8
27	CCN(CC(=O)Nc1ccc(NC(C)=O)cc1)c1ccc(C(F)(F)F)cn1	-17	-5	0	0	-2	-3
28	CC(C)CNC(=O)c1ccc(COc2ccc(Cl)cc2Cl)o1	-1	10	2	-13	12	-32
29	C=CCNC(=S)N1CCc2[nH]c3ccccc3c2C1	x	-6	8	0	-38	-3
30	Cc1cc(/C=C(\C#N)C(=O)NCC2CCCO2)c(C)n1-c1ccc(Cl)cc1 (stereo not given)	-83	17	-290	-1	-61	-74
31	CCC(=O)NC(=S)Nc1cccc(NC(=O)c2ccccc2)c1	23	-1	-1	7	-7	-17
32	CCN1CCN(Cc2ccc(NC(=O)c3cc(NC(=O)C4=NN(c5ccccc5)C(=O)C4)cc(OC)c3)cc2C(F)(F)F)CC1	6	-6&-20	-27&-4	-7&-2	-23&2	-17&-16

cpd	NR2E3 ag-1	Shn3 3UTR inh	NR2E3 ag-2	CF NFkB inh	HIF-2a inh
25	1	-16	3	13	-85
26	2	-23	-24	3	21
27	3	-32	-7	-10	24
28	0	14	-1	3	-12
29	-1	-2	-24	0	6
30	-1	-60	-74	-2	-362
31	3	4	-8	-8	1
32	0	-5&-35	-15&-49	-13&5	8&10

(list continues)
cpd	Compound	TRPM1 prom inh	C8 TRAIL sens	Peg3 promoter	KKLEB tox	TROY NFkB inh	TWEAK-Fn14 inh
33	COc1ccc2c(c1)CCN(C(=O)CCl)C2C1C(=O)CCCC1=O (stereo not given)	-3	-3	15	11	26	2
34	CC1CCCC(C)N1/N=C/c1ccc(C#N)cc1 (stereo not given)	1	1	1	1	-5	9
35	Cc1nc(SCC(=O)Nc2ccc(Cl)cc2[N+](=O)[O-])nc(C)c1C	-12	6	-1	-6	-2	8
36	COCCn1c(SCC(=O)NCc2ccccc2)nnc1-c1ccco1	-5	-4	10	-2	10	-8
37	Cc1ccnc(NS(=O)(=O)c2ccc(-n3cccn3)cc2)c1	11	4	10	-3	12	-1
38	O=C1NC(c2ccccc2)(C(F)(F)F)SC2=NCCCN12 (stereo not given)	0	10	5	-1	5	-2
39	O=C(COC(=O)c1ccc(S(=O)(=O)N2CCCCC2)cc1)NCc1ccc(F)cc1	-2	5	-13	0	14	7
40	CC(=O)NC(c1cccc(F)c1)c1nc(-c2cnc3ccccc3c2)cs1 (stereo not given)	x	-5	-85	3	-9	8

cpd	NR2E3 ag-1	Shn3 3UTR inh	NR2E3 ag-2	CF NFkB inh	HIF-2a inh
33	3	4	7	-2	6
34	0	1	-28	-11	-21
35	4	-9	13	2	18
36	2	4	-6	-5	7
37	0	0	2	15	1
38	3	-11	-24	8	11
39	x	-13	-29	18	13
40	x	-18	-79	-20	-130

Continued:
cpd	Compound	TRPM1 prom inh	C8 TRAIL sens	Peg3 promoter	KKLEB tox	TROY NFkB inh	TWEAK-Fn14 inh
41	CC(=O)Nc1ccc(S(=O)(=O)NC(CC(=O)NCCCN2CCOCC2)C(C)C)cc1 (stereo not given)	1	-10	-2	0	11	7
42	CN(C)C/C=C/C(O)(c1ccccc1)c1ccccc1	2	22	10	12	6	2
43	Cc1csc(NC(=O)C(CC(C)C)NS(=O)(=O)c2ccc3c(c2)oc(=O)n3C)n1 (stereo not given)	-26	-11	-75	14	-33	1
44	N/C(=N\OS(=O)(=O)c1ccc2ccccc2c1)c1ccncc1	5	14	-3	0	0	-20
45	O=C(Nc1ccc2c(c1)C(=O)NC2=O)c1cccc(Cl)c1	-12	-1	-23	10	-16	-11

cpd	NR2E3 ag-1	Shn3 3UTR inh	NR2E3 ag-2	CF NFkB inh	HIF-2a inh
41	3	5	-23	9	11
42	-1	-2	7	-5	16
43	-1	-11	-79	-8	-44
44	-2	2	-12	2	16
45	-11	1	-3	-18	-18
